Compound activity from PubChem.
Hsp70 act: Hsp70 transcriptional activation, primary screen; HeLa Hsp70 promoter luciferase reporter, luminescence; scaled: vehicle 0, proteasome-inhibitor control 100%; activation, % at 10 µM; 200,000 compounds, 0.04% hits; AID 1203;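 active = activation above the mean across all tested compounds plus 3 SD, cutoff set per campaign, cut at about 5.5% in these data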;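 also: 100% = MG132 at 30 µM as the positive control and 0% = DMSO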
RAM inhibit: blocks the yeast RAM network. S. cerevisiae dse1pr::URA3 reporter, 5-FOA growth OD615, 2 d; analog-sensitive cbk1-as2 kinase mutant strain. inhibition, % at 50 µM. 190,000 compounds, 1.8% hits. AID 868;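 active = inhibition above a set limit, 3 SD over mean compound inhibition, cut at about 8.4% in these data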;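 also: 0% = DMSO-only wells with no growth and 100% = 10 µM 1-NA-PP1 full growth; inhibition rescues growth on 5-FOA so higher OD means more RAM inhibition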
STAT1 activator: activators of IFN-gamma induced STAT1 signaling | NIH 3T3 STAT1-luciferase reporter, luminescence; 100% = IFN-gamma alone, no compound | activation (% of control), % at 5.5 µM | 200,000 compounds, 2.6% hits | AID 932;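 active = activation above the screen-wide mean activation plus 3 SD, cut at about 130% in these data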;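 also: raw ratio to IFN-gamma control signal so 100% means no change and 0% no light; values of inactives mirror those of a sister screen read the other way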
APP 5'UTR act: activates APP 5'UTR luciferase reporter. 190,000 compounds, 1% hits. SH-SY5Y APP 5'UTR luciferase reporter, luminescence; zero percent = DMSO vehicle wells. activation, % at 2 µM. AID 1276;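 active = activation above a set limit, based on mean plus 3 SD of controls, cut at about 140% in these data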; also: values of inactives mirror those of a sister screen read the other way
APP transl inh: APP translation inhibition; inhibition, % at 2 µM; 190,000 compounds, 0.82% hits; SH-SY5Y APP 5'UTR-luciferase reporter, luminescence;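 active = inhibition above a set limit, derived from the sample mean plus 3 SD, cut at about 45% in these data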; also: values of inactives mirror those of a sister screen read the other way
STAT3 act: increases IL-6 driven STAT3 reporter signal. U3A cells, IL-6 STAT3-luciferase reporter, luminescence; 100% = signal with IL-6 EC80 alone. activation (% of control), % at 5.6 µM. 190,000 compounds, 0.91% hits;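 active = activation above the screen-wide mean of compound activation plus 3 SD, cut at about 130% in these data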;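 also: 0% = background luminescence of wells with medium and substrate only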
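Material: human STAT1-deficient U3A cells with stable STAT3-luciferase reporter / Probe or stimulus: IL-6 stimulus at 33 ng/mL final / Schedule: 1 h compound pre-exposure, 6 h IL-6 stimulation, 37 °C / Technique: luminescence / Read-out basis: percent of IL-6-only median luminescence / Control set: IL-6-only high control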
STAT1 inh: STAT1 signaling inhibition | NIH 3T3 STAT1-luciferase reporter, IFN-gamma, luminescence | 200,000 compounds, 0.35% hits | inhibition, % at 5.5 µM;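 active = inhibition above a set limit, the mean inhibition across all tested compounds plus 3 SD, cut at about 34% in these data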;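 also: 0% = IFN-gamma with DMSO and 100% = IFN-gamma with 300 µM nifuroxazide; values of inactives mirror those of a sister screen read the other way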
NF-kB neuron act: compounds increasing NF-kB expression in human neuronal cells | NF-kB reporter expression; hits give high values | 190,000 compounds, 1.6% hits | AID 1239 | fold change at 12.5 µM; in the data active = fold change above about 3.3
STAT3 inh: STAT3 signaling inhibition. inhibition, % at 5.5 µM. AID 862. 190,000 compounds, 0.89% hits. U3A cells, IL-6 STAT3-luciferase reporter, luminescence; host cell line lacks STAT1;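 active = inhibition above the mean inhibition across all screened compounds plus 3 SD, cut at about 44% in these data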;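 also: 0% = DMSO only wells and 100% = 100 µM nifuroxazide control wells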
FLuc inhib CS: Photinus pyralis luciferase inhibition counter-screen. P08659. ATPLite firefly luciferase biochemical luminescence, 10 min. inhibition, % at 10 µM. 200,000 compounds, 1.5% hits. AID 1006;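 active = inhibition above about 50% when tested at 10 µM, limit read from the data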
Target sequence (P08659 whole entry, looked up): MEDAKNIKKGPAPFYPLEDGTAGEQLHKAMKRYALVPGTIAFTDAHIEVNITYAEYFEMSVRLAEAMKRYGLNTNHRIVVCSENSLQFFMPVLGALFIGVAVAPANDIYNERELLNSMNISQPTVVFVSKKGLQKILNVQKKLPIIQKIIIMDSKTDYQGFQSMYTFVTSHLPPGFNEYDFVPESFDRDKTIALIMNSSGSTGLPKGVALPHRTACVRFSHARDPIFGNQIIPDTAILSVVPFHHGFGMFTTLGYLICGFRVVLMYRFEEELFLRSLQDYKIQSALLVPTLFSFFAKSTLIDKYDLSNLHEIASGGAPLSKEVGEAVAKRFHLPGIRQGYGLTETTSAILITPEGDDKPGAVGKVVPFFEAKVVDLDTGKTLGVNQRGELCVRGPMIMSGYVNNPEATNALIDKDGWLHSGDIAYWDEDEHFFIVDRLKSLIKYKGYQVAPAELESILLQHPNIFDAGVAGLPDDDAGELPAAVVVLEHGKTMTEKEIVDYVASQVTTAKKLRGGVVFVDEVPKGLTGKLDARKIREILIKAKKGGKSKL
Active calls of the source: *; . = no result given. This is a random part of the collection; about 7.7% have a hit in one of these screens.

SMILES | Hsp70 act | RAM inhibit | STAT1 activator | APP 5'UTR act | APP transl inh | STAT3 act | STAT1 inh | NF-kB neuron act | STAT3 inh | FLuc inhib CS
COc1ccc(NC(=O)CSc2nc3ccccc3c(=O)n2CCNC(C)=O)c(OC)c1 | 0.1 | 12* | 100 | 9 | -8 | 97 | 0 | 0.66 | 6 | -5
Cc1cc(C)cc(NC(=S)NCCc2ccc(S(N)(=O)=O)cc2)c1 | -0.6 | 1.4 | 92 | -1 | 1 | 95 | 8 | 0.84 | 2 | -5
COC(=O)c1nc(-c2ccc(C)cc2)oc1N(C)C | -0.3 | -0.1 | 98 | 21 | -21 | 104 | 2 | 0.91 | 0 | 13
O=C(Nc1ccccc1)c1ccc(COc2ccccc2)cc1 | -0.3 | 3.0 | 117 | 28 | -28 | 96 | -19 | 1.5 | 9 | -6
C=CCn1c(COc2ccc(Cl)cc2)nnc1SCC(=O)Nc1ccc(S(N)(=O)=O)cc1 | -0.2 | 2.8 | 95 | -3 | 3 | 89 | 5 | 1 | 16 | 0
CCCCOC(=O)c1ccc(NC(C)=O)cc1 | -0.4 | 0.7 | 90 | 10 | -10 | 85 | 11 | 1.2 | 20 | -5
CC1=CC(C)(C)NC(=S)N1c1ccccc1C | -0.1 | 0.0 | 97 | -2 | 2 | 97 | 1 | 1.5 | 10 | -2
COc1ccc(C2C(C(=O)Nc3ccc(F)cc3)=C(C)Nc3nc(CCCO)nn32)cc1 (stereo not drawn) | -0.3 | 0.0 | 97 | 6 | -6 | 97 | 3 | 0.94 | 12 | -1
Cc1cccc(NC(=O)c2ccc(CN3CCc4ccccc4C3)cc2)c1C | -0.2 | 0.4 | 98 | -19 | 19 | 79 | 1 | 0.81 | 28 | 0
COC(=O)c1ccc(NC(=S)NC2CC(C)(C)NC(C)(C)C2)cc1 | -0.4 | 0.4 | 99 | -8 | 8 | 108 | 4 | 1.1 | -13 | -4
Cc1ccc(C(=O)NCCCN2CCOCC2)cc1 | 0.5 | . | 113 | -6 | 6 | 111 | -14 | . | -10 | .
CN(/C(=N/S(=O)(=O)c1ccccc1)c1ccccc1)S(=O)(=O)c1ccccc1 | -0.1 | 3.0 | 101 | 12 | -12 | 88 | -1 | 1.4 | 18 | 0
Cc1ccc(-c2noc(CSc3nnc(Cc4ccccc4)n3-c3ccc(Cl)cc3)n2)cc1 | -0.4 | 8.5* | 109 | 0 | 0 | 101 | -4 | 0.91 | 0 | -5
C=CCn1c(-c2cc(OC)cc(OC)c2)n[nH]c1=S | -0.5 | 0.6 | 102 | -4 | 4 | 103 | -2 | 1.1 | 7 | -6
CCC(C)N1CCCC1C(=O)Nc1c(C)cc(C)cc1C (stereo not drawn) | -0.1 | 0.2 | 102 | -5 | 5 | 103 | -4 | 1.1 | -2 | -9
COc1ccc(-n2c(SCc3ccc([N+](=O)[O-])cc3)nnc2-c2ccc(C)cc2)cc1 | -0.4 | 1.9 | 95 | 4 | -4 | 109 | 5 | 0.86 | -16 | 2
N#CC1=C(N)OC2=C(C(=O)CC(c3ccccc3)C2)C1c1ccoc1 (stereo not drawn) | -0.2 | -0.9 | 94 | -34 | 34 | 95 | 7 | 1.2 | 10 | -2
Cc1cnc(NC(=O)CSc2nnc(C)s2)s1 | -0.1 | 2.1 | 100 | -11 | 11 | 103 | -1 | 1 | -2 | -1
O=[N+]([O-])c1ccc2nc(-c3ccc(OC(F)F)cc3)cn2c1 | -0.2 | 2.5 | 120 | 82 | -82 | 46 | -21 | 3.5* | 66* | 24
Fc1ccc(C2CCCN2Cc2nc(Cc3ccccc3F)no2)cc1 (stereo not drawn) | -0.2 | 2.0 | 106 | -7 | 7 | 106 | -7 | 1.2 | -1 | 5
CCOC(=O)NC(=O)COC(=O)Cc1cc(OC)c(OC)c(OC)c1 | -0.3 | 1.9 | 86 | -8 | 8 | 102 | 15 | 1.1 | 1 | 0
COCc1cc(C)nc(OCC(=O)N/N=C/c2ccc(O)cc2O)c1C#N | -0.1 | -0.4 | 92 | -10 | 10 | 94 | 9 | 1.1 | 15 | -4
COc1ccc(-n2nc([N+](=O)[O-])c(=NCCCN3CCCC3=O)n2O)cc1 | 0.5 | -0.8 | 101 | 9 | -9 | 99 | -2 | 1.2 | 4 | -8
c1ccc(COc2ccc(OCCN3CCCCC3)cc2)cc1 | 0.0 | -0.4 | 109 | 9 | -9 | 102 | -10 | 1.4 | 6 | 7
COc1ccc(NC(=O)N2CCN(S(C)(=O)=O)CC2)c(OC)c1 | -0.3 | 1.8 | 91 | 13 | -13 | 101 | 9 | 0.99 | -2 | -7

The list goes on.
SMILES | Hsp70 act | RAM inhibit | STAT1 activator | APP 5'UTR act | APP transl inh | STAT3 act | STAT1 inh | NF-kB neuron act | STAT3 inh | FLuc inhib CS
CCOC(=O)C1CCN(C(=O)c2oc3ccc(S(=O)(=O)N4CC(C)CC(C)C4)cc3c2C)CC1 (stereo not drawn) | -0.4 | 5.4 | 87 | 6 | -6 | 90 | 14 | 0.65 | 15 | 0
COc1ccc(NC(=O)CN(Cc2ccccc2)S(C)(=O)=O)cc1 | 0.2 | 2.7 | 102 | -3 | 3 | 99 | -3 | 1 | -2 | -2
Cc1ccc(S(=O)(=O)CCC(=O)NCc2ccccc2)cc1 | -0.4 | 2.0 | 98 | 2 | -2 | 90 | 2 | 1 | 12 | -3
Nc1ccc(-c2nc3ccc(C(=O)O)cc3s2)cc1 | -0.8 | 9.1* | 20 | -67 | 67* | 10 | 89* | 9.2* | 104* | 76*
COc1ccc(/C=N/NC(=O)c2nc(Cl)c(Cl)c(N)c2Cl)cc1COc1ccc(F)cc1F | -0.3 | 4.0 | 98 | 8 | -8 | 121 | 2 | 1.1 | -19 | -6
Cc1cc(SCc2cc(=O)n3ccsc3n2)nc2ccccc12 | -0.3 | 2.5 | 95 | -14 | 14 | 94 | 6 | 1.1 | 5 | 1
COc1ccc(C)cc1NC(=O)c1cc2c(s1)CCC2 | 0.0 | -0.5 | 111 | 14 | -14 | 112 | -12 | 1.3 | -19 | 22
Cc1cc(C)c(C#N)c(SCc2cn3c(C)cccc3n2)n1 | 0.0 | 2.5 | 98 | -14 | 14 | 108 | 3 | 0.68 | -13 | 2
O=C(NCc1ccccc1)/C(=N\O)c1ccccc1 | 0.5 | 1.2 | 114 | 21 | -21 | 95 | -14 | 1.6 | 8 | -6
O=Cc1cccn1-c1ccc2ccccc2c1 | -0.3 | 1.9 | 110 | 16 | -16 | 92 | -13 | 2.1 | 14 | 8
Cc1ccc(F)cc1NC(=O)C12CC3CC(C1)CC(n1cnc([N+](=O)[O-])n1)(C3)C2 | -0.2 | 1.4 | 94 | 16 | -16 | 100 | 7 | 1 | 5 | -6
c1ccc(-c2noc(CC3CCCCC3)n2)cc1 | -0.1 | 1.2 | 136* | 59 | -59 | 98 | -40 | 1.6 | 10 | 9
CCCCN(CCCC)c1nc2ccccc2nc1NS(=O)(=O)c1ccc(NC(C)=O)cc1 | -0.3 | 5.4 | 100 | 1 | -1 | 93 | 0 | 1 | 13 | -2
CC1=CC(C)(C)N(C(=O)C(C)N2C(=O)c3ccccc3C2=O)c2c(C)cc(C)cc21 (stereo not drawn) | -0.2 | 0.5 | 100 | 8 | -8 | 102 | 0 | 0.9 | 0 | -6
N#Cc1c(-c2ccc(F)cc2)noc1N | -0.1 | 0.5 | 84 | -12 | 12 | 109 | 18 | 1.2 | -6 | -3
O=C(NC1CCN(Cc2ccccc2)CC1)c1cc(Br)c(Br)[nH]1 | -0.2 | 0.8 | 101 | 11 | -11 | 99 | -3 | 1.1 | 6 | 0
COc1cc(SC)ccc1C(=O)NCCOc1ccccc1Cl | 0.4 | 3.7 | 141* | 143* | -143 | 113 | -45 | 6* | -8 | -1
O=C1C=C(Nc2ccc(Cl)cc2)C(=O)N1c1ccc(Cl)cc1 | -0.2 | 3.6 | 102 | 1 | -1 | 100 | -2 | 1.1 | 4 | -4
CCCCNC(=O)c1cc2c(=O)n3cccc(C)c3nc2n(Cc2ccccc2)c1=N | -0.5 | 2.4 | 95 | 9 | -9 | 99 | 6 | 0.59 | 8 | -5
Cc1ccc(C(=O)Nc2ccc(C(=O)/C=C/c3cccs3)cc2)cc1 | -0.1 | 2.4 | 123 | 50 | -50 | 93 | -26 | 2.1 | 18 | 10
Cc1ccc(-c2ccnc3nc(-n4cccc4)nn23)o1 | -0.2 | 0.1 | 98 | 12 | -12 | 80 | 1 | 0.9 | 26 | 2
CSc1nnc(C)c(=O)n1COC(=O)COc1ccc2ccccc2c1 | -0.4 | 1.1 | 96 | -5 | 5 | 98 | 5 | 1.1 | 7 | -4
Cn1cnnc1Sc1nc2c(c(=O)n(C)c(=O)n2C)n1C | -0.2 | . | 103 | 9 | -9 | 95 | -4 | . | 10 | .
O=C(Nc1ccccc1)C1CCCN1/C=C/C(=O)C(F)(F)F (stereo not drawn) | -0.1 | 1.5 | 101 | 33 | -33 | 97 | -1 | 1.4 | 11 | -5
CCN(CC)c1ccc(NC(=O)CSc2nc3ccccc3c(=O)[nH]2)cc1 | 0.0 | 0.1 | 93 | 8 | -8 | 100 | 7 | 1.2 | 0 | -7

The listing continues:
SMILES | Hsp70 act | RAM inhibit | STAT1 activator | APP 5'UTR act | APP transl inh | STAT3 act | STAT1 inh | NF-kB neuron act | STAT3 inh | FLuc inhib CS
COC(=O)C(=O)/C=C(\O)c1ccc(C)cc1 | -0.1 | -1.6 | 100 | 10 | -10 | 111 | 0 | 1 | -1 | 34
CC(C)Cc1nnc(NC(=O)CN2C(=O)c3ccccc3C2=O)s1 | -0.1 | 3.0 | 114 | 27 | -27 | 103 | -18 | 1.1 | -2 | -3
Cc1ccc2cc(C3CC(c4ccco4)=NN3C(=O)CCC(=O)O)c(Cl)nc2c1 (stereo not drawn) | -0.3 | 2.5 | 105 | -3 | 3 | 101 | -6 | 1.2 | -1 | -4
COc1ccc(S(=O)(=O)N2CCC(C(=O)NCc3ccccc3)CC2)cc1OC | -0.2 | 1.6 | 99 | -10 | 10 | 109 | 2 | 1.1 | -8 | -5
CCOC(=O)Oc1ccc2c(c1)C(C)=CC(C)(C)N2C(=O)OCC | -0.2 | 0.6 | 96 | 16 | -16 | 110 | 4 | 0.92 | -6 | -6
CC(=O)Nc1ccc(S(=O)(=O)N2CCCC(C(=O)O)C2)cc1 (stereo not drawn) | -0.2 | 2.2 | 102 | 2 | -2 | 100 | -3 | 1.1 | 2 | -5
O=C(NNC1CC(=O)N(c2cccc(Cl)c2)C1=O)c1cccs1 (stereo not drawn) | -0.4 | 2.3 | 105 | 14 | -14 | 99 | -5 | 1.3 | -1 | -6
CCN(CC)c1ccc2c(c1)CCCN2 | -0.2 | 1.5 | 100 | -25 | 25 | 104 | -1 | 0.51 | 1 | -2
Cc1ccc(Cl)cc1N1CCN(C(=O)C2CCCN(S(=O)(=O)c3cnc[nH]3)C2)CC1 (stereo not drawn) | -0.2 | 1.6 | 111 | 14 | -14 | 95 | -11 | 0.94 | 6 | -1
